WT yeast gro inh: growth inhibition of WT strain, primary screen, mitochondrial fusion inhibitor project, WT and mutant strains, chemical genetic | mitochondrial fusion phenotypic screen | inhibition, % at 10 µM | 2.1% of 190,000 active; in the data active = inhibition above about 58%; tested in S. cerevisiae
Yfh1-depleted yeast: enhancers of respiration in Yfh1-depleted yeast, dose response, Friedreich's ataxia, plus single-dose screen (AID 1465). 0.074% of 220,000 active. S. cerevisiae Yfh1-off respiration, WST-1 reduction, 72 h; higher fold induction means a stronger effect. fold induction at 50 µM, or EC50 in µM where a hit was titrated;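 active = fold induction of absorbance versus untreated yeast above a set limit, then at least 30% activation at any dose in follow-up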;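 also: activators that raise dye reduction in frataxin-depleted yeast; strong numbers were not always called active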
b-catenin transl: modulators of beta-catenin nuclear translocation, primary screen, imaging, HeLa cells, immunofluorescence, high-content; nuclear translocation activity, % at 5 µM; 0.3% of 190,000 active; AID 1665, 2009;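 active = nuclear translocation activity above 50% at 5 µM, with a well cell count of 50 or more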;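 also: per-cell ratio of nuclear to cytoplasmic median beta-catenin stain intensity; plate controls were DMSO negative control for no effect and GSK-3 inhibitor IX positive control for full effect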
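Assay system: human HeLa cells, native beta-catenin; doses: 5 µM primary, 0.02–20 µM confirmation; incubation: compound treatment 24 h, 37°C, 5% CO2; technique: fluorescence imaging of beta-catenin antibody stain plus DAPI; measure: % activation, nuclear-to-cytoplasmic median beta-catenin signal ratio per cell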
Insulin prom up: insulin promoter activators in MIN6 cells, imaging, high-content screening, mouse beta cells; AID 1625, 2009; MIN6 insulin promoter-GFP reporter; active compounds read high; 0.3% of 190,000 active; z-score at 5 µM;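 active = z-score above 3 at 5 µM with at least 500 cells counted in the well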
Autophagy mod: autophagy modulators in MEF cells, primary screen, imaging, high-content, MEF GFP-LC3; MEF GFP-LC3 puncta imaging; test concentration mostly 10 µM; calls only at 10 µM (by protocol); 0.98% of 190,000 active;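 active = percentage of spot-positive cells more than 3 SD above its plate mean, without a fluorescence outlier flag or 80% toxicity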;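 also: spot-positive cell cutoff set from DMSO-treated cells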
MT stabilizer: microtubule stabilizers in HeLa cells, primary screen, imaging, high-content imaging. HeLa tubulin immunostaining HCS, 24 h; share of cells brighter than vehicle mean+2SD. % tubulin-high responders, % at 10 µM. 0.83% of 200,000 active;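 active = plate Z-score above 3 for both tubulin-high and condensed-nucleus cell shares, with cell loss under 80%, at 10 µM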;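 also: anti alpha tubulin signal scored within the nucleus-defined area of each cell; some results filed as inactive read as strong as hits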
human PMI inhibitors: human PMI inhibitors, high substrate, primary screen, biochemical, fluorescence intensity, high mannose 6-phosphate (AID 1220); Mannose-6-phosphate isomerase (Homo sapiens); recombinant PMI enzyme, coupled fluorescence intensity; higher % means a stronger effect; inhibition, % at 20 µM; hits with a dose series show IC50 in µM; 0.66% of 190,000 active
Dynein cargo inh: inhibitors of GR-EGFP nuclear translocation, primary screen, dynein cargo transport inhibitor project, imaging, high-content, 3617.4 mouse cells; test concentration mostly 20 µM; stimulated with dexamethasone, 1 µM; active compounds read low; z-score, hits read low; 0.47% of 220,000 active; AID 1381, 2008;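 active = plate z-score of nuclear minus cytoplasmic receptor signal below a set negative limit, without overly bright fluorescence or cell loss, cut at about -3.5 in these data, passing the limit was not always enough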;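 also: z-score of nuclear minus cytoplasmic ring GR-EGFP intensity difference per well; some compounds called inactive have numbers as strong as hits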
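Also added: dexamethasone, 1.0 µM final. Medium: tet-free, stripped-serum medium. Detection: fixed, Hoechst-stained cells imaged at 10x for EGFP. Read-out: nuclear-to-cytoplasmic GR-EGFP distribution per well. Times: induction 48 h, compound 1 h, agonist 30 min.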
PMI inhibitors: inhibitors of human PMI, primary screen, biochemical, fluorescence intensity, coupled assay (AID 1209); 0.42% of 190,000 active; inhibition, % at 20 µM; hits with a dose series show IC50 in µM; purified PMI enzyme, coupled fluorescence intensity; higher % means a stronger effect;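 also: plate controls were DMSO vehicle for no effect and wells lacking substrate for full effect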
WT yeast gro inh mutant strain: second read-out of WT yeast gro inh, no call of its own (marks repeat the call); inhibition, %; mitochondrial fusion phenotypic screen, mutant strain inhibition
Dynein cargo inh cytoplasmic EGFP: recorded beside Dynein cargo inh, whose call it bears; z-score; measured here: cytoplasmic GR-EGFP intensity; active compounds read high
Dynein cargo inh nuclear GR-EGFP: recorded beside Dynein cargo inh, whose call it bears; z-score; measured here: nuclear GR-EGFP intensity;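 lower value marks the stronger effect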
Dynein cargo inh cell count: second read-out of Dynein cargo inh, no call of its own (marks repeat the call); z-score; measured here: cell count per field
Insulin prom up cell count: recorded beside Insulin prom up, whose call it bears; cell count; measured here: cytotoxicity, nuclei count;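 total cells summed across four imaged fields per well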
b-catenin transl cell count 5 µM: second read-out of b-catenin transl, no call of its own (marks repeat the call); cell count; measured here: cell count, cytotoxicity flag
MT stabilizer Hoechst-high %: also measured in MT stabilizer; calls as there; % Hoechst-high responders; measured here: nuclear condensation Hoechst responders;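 share of cells brighter than vehicle mean plus two SD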
MT stabilizer cytotoxicity %: second read-out of MT stabilizer, no call of its own (marks repeat the call); toxicity, %; measured here: cytotoxicity by cell density;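 0% = mean cell density of plate MIN control wells and 100% = no cells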
Autophagy mod cell loss 18 h: also measured in Autophagy mod; calls as there; toxicity, %; measured here: cell loss, nuclei count;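 cell loss after 18 h compound exposure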
The depositor's hits bear a star; i = inactive; / = not tested or not shown; + = active, no number. Rule as the data show it, unless noted: active = inhibition above about 50%; inactive = the rest.

SMILES	WT yeast gro inh	WT yeast gro inh mutant strain	Yfh1-depleted yeast	b-catenin transl	b-catenin transl cell count 5 µM	Insulin prom up	Insulin prom up cell count	Autophagy mod	Autophagy mod cell loss 18 h	MT stabilizer	MT stabilizer Hoechst-high %	MT stabilizer cytotoxicity %	human PMI inhibitors	Dynein cargo inh	Dynein cargo inh cytoplasmic EGFP	Dynein cargo inh nuclear GR-EGFP	Dynein cargo inh cell count	PMI inhibitors
CCCC(=O)c1c[nH]c(C(=O)NCc2ccco2)c1	24	10	i	-3.1	1378	-0.2	1681	i	-10	1.6	1.9	4.0	1%	-0.91	-0.2	-0.52	0.72	-4%
COCCn1nc2cc(C(=O)NCc3cc(C(F)(F)F)cc(C(F)(F)F)c3)ccc2c1OC	-10	-12	i	-0.5	1435	2.8	1368	i	-23	2.6	2.1	1.0	4%	0.36	-0.22	0.56	0.11	10%
CCCC(=O)c1cc2c(cc1NC(=O)c1cccs1)OCCO2	1	7	i	0.9	1380	1.9	1452	i	0	2.6	2.0	4.0	4%	1.5	0.078	1.3	-0.46	7%
Cc1ccc(S(=O)(=O)N2CCCCC2)cc1NC(=O)COC(=O)CNC(=O)c1cc(Cl)cc([N+](=O)[O-])c1	-6	-5	i	-2.1	523	0.95	1289	i	11	3.0	2.3	2.5	-2%	0.21	0.32	-0.18	-0.44	-6%
O=C(Nc1ccc(OC(F)(F)F)cc1)c1cnc2n(c1=O)CCS2	25	10	i	-1.4	1120	-1.3	1662	/	/	/	/	/	-3%	/	/	/	/	1%
COc1cc(NC(=O)c2cccs2)c(C(=O)OCC(=O)NCc2ccco2)cc1OC	-2	3	i	-0.5	1088	-1.1	1366	i	-9	5.1	1.6	7.7	-3%	-0.67	-0.19	-0.15	0.71	6%
CN(C)S(=O)(=O)c1cc(NC(=O)CN2CCNC(=O)C2)ccc1Cl	-5	-35	i	0.4	878	-0.34	1362	i	3	1.5	2.4	5.5	-6%	-0.69	-0.33	-0.66	1	10%
CC(C)CC1(C)NC(=O)N(Cc2cc([N+](=O)[O-])cc3c2OCOC3)C1=O (stereo unspecified)	/	/	i	-0.9	1095	0.39	1445	/	/	/	/	/	/	-0.33	-0.16	-0.24	0.64	/
Clc1ccc(-c2csc(=Nc3cccnc3)n2CCCn2ccnc2)cc1Cl	38	9	i	-2.8	581	0.28	1324	+	-20*	2.9	2.4	1.6	-5%	0.6	-0.24	0.033	-0.6	-4%
C=CCOc1ccc(C(=O)CC)cc1OC	0	3	i	0.8	960	-0.14	1283	i	5	1.6	2.1	12	-2%	0.85	-0.23	0.52	-1	-3%
CCOc1[nH]n(-c2ccc(Cl)cc2)c(=O)c1C=Nc1ccc(Cl)cc1	5	-18	i	-1.0	1326	-1.2	1674	i	3	1.2	1.7	9.8	-3%	-0.62	-0.17	-0.37	0.53	-3%
CCOc1ccc(Cn2c(O)cc(=O)[nH]c2=O)cc1	-18	-3	i	-1.4	1020	/	/	i	-4	4.0	2.1	2.3	-4%	0.4	-0.22	0.12	0.68	-3%
COc1ccc(C(=O)NNc2cc(C)nc(NNC(=O)c3ccc(OC)cc3)n2)cc1	-6	-9	i	-1.5	1081	-0.31	1447	i	-3	2.9	1.6	6.9	-13%	0.97	-0.18	0.43	-0.013	-25%
Nc1ccc(C(=O)N/N=C\c2cc(N=Nc3cccc4ccccc34)ccc2O)cc1	25	24	i	2.9	1097	-0.72	1034	i	23	1.6	0.9	17	10%	-0.26	-0.041	-0.14	0.25	-10%
Cc1cc(C)n(CC(C)NCc2cn[nH]c2-c2ccc(C)c(C)c2)n1 (stereo unspecified)	-16	2	i	-0.5	1540	-1.1	1275	i	-3	7.7	1.2	6.2	-6%	-0.72	0.036	-0.5	0.42	-2%
O=C(O)c1cc(N2C(=O)CCC2=O)ccc1NCc1cccnc1	/	/	i	-0.9	1244	-0.64	1110	/	/	/	/	/	/	0.14	-0.25	0.72	-0.59	/
Cc1cccc(CS(=O)(=O)Cc2ccc(C(=O)NCCN3CCCCC3C)o2)c1 (stereo unspecified)	-3	4	i	1.0	1031	0.28	1244	i	13	3.1	3.3	8.8	9%	-0.57	-0.16	0.077	-0.036	8%
Cc1ccc(S(=O)(=O)c2cc3ccccc3oc2=Nc2ccc3c(c2)OCCO3)cc1	47	-1	i	/	/	0.1	1291	i	-6	2.5	2.5	9.8	0%	0.54	0.088	1.2	-2	0%
COC(=O)c1ccccc1NC(=O)Nc1ncccc1C	-5	-9	i	0.4	1499	-0.05	1512	i	9	3.5	0.6	0.5	1%	1.7	-0.19	0.86	-0.83	6%
CCOC(=O)C1CCCN(C(=O)c2ccc(CS(=O)(=O)Cc3ccccc3C)o2)C1 (stereo unspecified)	-3	2	/	/	/	-0.29	1344	i	-2	4.4	2.3	3.1	3%	-1.6	-0.2	-0.9	0.42	10%
CC(C)Cn1c(Cc2ccccc2)n[nH]c1=S	8	21	i	/	/	/	/	i	7	4.1	1.4	5.8	-3%	-0.66	0.073	-0.91	0.27	-1%
Cc1ccc(-c2ccc(CCC(=O)O)n2NC(N)=S)cc1	2	9	i	-2.3	1080	0.7	1576	i	0	2.1	2.8	11	-16%	0.08	-0.2	0.076	-0.27	8%
CCNC(=O)NC(=O)C(C)OC(=O)c1oc2ccccc2c1CSC1CCCCC1 (stereo unspecified)	-3	2	i	/	/	0.97	1342	i	-6	2.3	2.6	5.7	1%	-0.001	-0.29	-0.39	0.48	1%
Cc1cc(C(=O)COc2ccc([N+](=O)[O-])cc2)c(C)n1C1CC1	/	/	i	-1.6	1063	-0.04	1412	/	/	/	/	/	/	-0.95	-0.24	-0.45	0.76	/
Cc1ccc(CN2CCc3c(OCc4ccc(F)cc4)cccc3C2=O)cc1	-1	-8	/	0.3	1099	-0.53	1266	i	5	5.0	2.2	5.6	7%	-0.95	-0.23	-0.68	0.21	5%

Next part; it opens with the 2 that closed the last part.
SMILES	WT yeast gro inh	WT yeast gro inh mutant strain	Yfh1-depleted yeast	b-catenin transl	b-catenin transl cell count 5 µM	Insulin prom up	Insulin prom up cell count	Autophagy mod	Autophagy mod cell loss 18 h	MT stabilizer	MT stabilizer Hoechst-high %	MT stabilizer cytotoxicity %	human PMI inhibitors	Dynein cargo inh	Dynein cargo inh cytoplasmic EGFP	Dynein cargo inh nuclear GR-EGFP	Dynein cargo inh cell count	PMI inhibitors
Cc1cc(C(=O)COc2ccc([N+](=O)[O-])cc2)c(C)n1C1CC1	/	/	i	-1.6	1063	-0.04	1412	/	/	/	/	/	/	-0.95	-0.24	-0.45	0.76	/
Cc1ccc(CN2CCc3c(OCc4ccc(F)cc4)cccc3C2=O)cc1	-1	-8	/	0.3	1099	-0.53	1266	i	5	5.0	2.2	5.6	7%	-0.95	-0.23	-0.68	0.21	5%
C=CCSC1=C(C#N)C2(CCCCC2)C(C#N)C(=O)N1 (stereo unspecified)	-4	-4	i	-3.6	692	-0.24	1581	i	0	3.2	2.0	7.7	-6%	0.6	-0.2	0.52	-0.62	-13%
CCCN1CNc2c(c(=O)[nH]c(=S)n2CCc2ccccc2)C1	-8	-13	i	/	/	-0.04	1182	i	3	1.9	3.4	9.7	-10%	-0.022	-0.39	-0.23	1	-8%
CC(C)CC1(C(=O)NCc2ccccn2)C=CCN1C(=O)c1ccccc1 (stereo unspecified)	5	-12	i	1.2	543	-0.76	736	i	12	3.5	3.2	6.1	0%	0.015	-0.29	0.35	0.079	-8%
Cc1cccc(NC(=O)CN2C(=O)N/C(=C/c3ccc(-c4cccc(C(=O)O)c4C)o3)C2=O)c1	-13	4	i	1.0	1379	1.7	1308	i	32	4.0	0.8	5.9	-43%	0.14	-0.26	-0.23	0.06	-49%
Cc1ccc(OCc2nnc(SCC(=O)N3c4ccccc4Sc4ccc(Cl)cc43)o2)cc1	-4	8	i	-2.0	1069	0.29	1485	i	6	2.7	1.7	5.5	12%	0.39	-0.26	0.5	-0.37	18%
CCOc1cccc(C(=O)Nc2nnc(-c3ccco3)s2)c1	-1	-3	i	2.5	554	0.74	1348	i	-4	6.1	3.3	11	-11%	-0.097	-0.17	0.26	-0.26	-18%
O=C(Nc1ccc(N=Nc2ccccc2)c(NC(=O)C2CCCO2)c1)C1CCCO1 (stereo unspecified)	14	3	i	-0.8	576	-1.9	1406	i	-5	2.8	3.0	7.4	9%	-0.36	-0.25	-0.28	0.49	2%
O=C(Nc1ccc(N2CCCCC2)c(Cl)c1)c1ccc(N2CCOCC2)c([N+](=O)[O-])c1	1	3	i	0.2	1247	1.4	1394	i	6	3.0	0.9	0.8	3%	-0.28	-0.21	-0.17	0.49	17%
COc1ccc(/C=C(/CC(=O)Nc2ccc(C)cc2)c2nc3ccccc3s2)cc1	23	-3	i	0.7	1000	/	/	i	-14	2.8	2.8	6.2	6%	0.15	-0.24	0.91	-0.18	20%
Cc1ccc(CNC(=O)CCC2CCCN(Cc3ccc4cccc(F)c4n3)C2)o1 (stereo unspecified)	7	12	i	0.4	919	-0.72	1517	i	8	4.1	2.2	7.6	9%	-0.38	-0.26	-0.094	0.52	13%
O=C(Nc1nccs1)c1ccc(-c2ccccc2Cl)o1	2	0	i	0.7	872	0.8	1919	i	-1	2.3	2.1	5.8	13%	-0.51	-0.3	-0.094	0.48	17%
